Assay outcomes (PubChem)
TGFb SMAD3 inh – inhibitors of TGF-b signaling | HepG2 CAGA-GFP TGF-b/SMAD3 reporter, GFP fluorescence, 18 h; TGF-beta stimulated, 500 pg/mL final | Potency, µM (doses to about 46.1 µM), inactives show top-dose activity, negative = inhibition, usual class: inhibitors | 410,000 compounds, 1.2% hits | AID 588855; also: potency is read from the fitted curve at half-maximal effect; % is scaled to controls: 0 for no effect and ±100 for the full control effect; nearly all actives have a fitted effect of over 65% in size
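Cell-based qHTS in HEPG2 carrying a CAGA-GFP Smad reporter; compounds added before 500 pg/mL final TGF-beta, 18 h incubation at 37 degrees C, GFP fluorescence quantified per cell by imaging cytometry.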
A549 viability – kills or reduces viability of A549 cells in Nrf2 counter-screen; Potency, µM (titrated, usually from 46 µM), for inactives: at the top dose activity change, negative = cytotoxicity, usual class: inhibitors; 390,000 compounds, 0.16% hits; A549 ARE-Fluc cells, CellTiter-Fluor viability, 18-24 h; also: potency is read from the fitted curve at half-maximal effect; % is scaled to controls: 0 for no effect and ±100 for the full control effect
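A549 ARE_Fluc cells in 5% FBS OPTI-MEM were exposed to compounds in concentration-response for 18-24 h at 37 deg C. Viability was read by CellTiter-Fluor fluorescence (Ex 405/Em 525) after 30 min, before the luciferase read.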
Nrf2 inh – Nrf2 pathway inhibition; A549 ARE-Fluc reporter, luciferase luminescence, 18-24 h; Potency, µM (top dose mostly 46 µM), inactives show top-dose activity change, negative = inhibition, usual class: inhibitors; 360,000 compounds, 2.1% hits; also: potency is read from the fitted curve at half-maximal effect; % is scaled to controls: 0 for no effect and ±100 for the full control effect; nearly all actives have a fitted effect of over 60% in size
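Reporter: ARE-Fluc in A549. Exposure: 18-24 h, 37 °C, 5% CO2, 5% FBS OPTI-MEM. Readouts: fluorescent cytotoxicity (CellTiter-Fluor), then luminescent Nrf2 signal after BugLite.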
S2 tox – viability counter-screen for ATXN expression inhibitors. S2 cells (HEK-293 line with an ATXN2-luciferase reporter) viability, CellTiter-Fluor protease fluorescence, 24 h. Potency, µM (highest dose often 56.7 µM), hits mostly cytotoxic. 400,000 compounds, 0.49% hits. AID 651635; also: potency is read from the fitted curve at half-maximal effect; nearly all actives have a fitted effect of over 40% in size
MCF10A rerep – inducers of DNA re-replication in MCF 10A breast cells. MCF 10A DNA re-replication, Hoechst nuclear intensity, 48 h. Potency, µM (titrated, usually from 46.1 µM), without a hit: at the top dose activity, positive = re-replication, usual class: activators. 350,000 compounds, 2.9% hits. AID 624296; also: potency is read from the fitted curve at half-maximal effect; % of control where 0% means no effect; nearly all actives have a fitted effect of over 50% in size
ATXN2 expr inh – reduces ATXN2 reporter expression in HEK-293 cells; 360,000 compounds, 0.72% hits; AID 1745845; HEK-293 ATXN2-luciferase reporter, luminescence, 24 h; Potency, µM (titrated, usually from 57 µM), for inactives: at the top dose activity change, negative = inhibition, hits mostly inhibitors; also: potency is read from the fitted curve at half-maximal effect; % is scaled to controls: 0 for no effect and ±100 for the full control effect; nearly all actives have a fitted effect of over 55% in size
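qHTS (up to 57 uM final) was run with 24 h compound exposure of reporter cells at 37 °C. Each well was multiplexed: SteadyGlo luminescence measured ATXN2-luciferase expression after a fluorogenic Gly-Phe-AFC viability readout (25 uM final).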
HepG2 viability – HepG2 cytotoxicity, counter-screen for TGF-b inhibitors | Potency, µM (doses to about 46.1 µM), for inactives: at the top dose activity change, negative = cytotoxicity, most hits filed as cytotoxic | 410,000 compounds, 0.76% hits | HepG2 CAGA-GFP viability, ATP luminescence, 18 h; also: potency is read from the fitted curve at half-maximal effect; some results filed as inactive show a strong effect at the top dose
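CellTiter-Glo luminescence gave cytotoxicity after 18 hours at 37 degrees C. The cells were HepG2 CAGA-GFP in 1% FBS DMEM, stimulated with 500 pg/mL TGF-beta after compound addition. %Activity was normalised to no-cell wells (complete cell-killing) and DMSO (no toxicity), and curves were fitted and classified.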
IL1B secr inh – blocks inflammasome-driven IL-1 beta release. THP-1 LPS/ATP IL-1B secretion, AlphaLISA, 16 h; stronger effect = lower value. activity change, % at 57.5 µM. 360,000 compounds, 4.7% hits; in the data active = activity change below about -50%; inconclusive = mostly about -30% to -49%; also: % is scaled to controls: 0 for no effect and ±100 for the full control effect
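Secreted IL-1B measured by AlphaLISA bead assay after 16 h compound exposure of THP-1 cells; compounds (final up to 57.5 uM) added 1 h before LPS (250 ng/mL) and ATP (1.25 mM) stimulation; lower signal means less secretion.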
Nrf2 activator – activators of Nrf2 (ARE) signaling; AREc32 ARE-luciferase reporter (MCF7-derived line), luminescence, 24 h; Potency, µM (doses to about 46.1 µM), for the others: top-dose activation, actives largely listed as activators; 410,000 compounds, 0.31% hits; also: potency is read from the fitted curve at half-maximal effect; % of control where 0% means no effect; nearly all actives have a fitted effect of over 65% in size
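Reporter line AREc32 (ARE-Fluc), seeded overnight in OPTI-MEM with 5% FBS; compound pin-transferred, 24 hr at 37 deg C, 5% CO2; luminescent read-out.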
* hit, by the source's call; i = inactive; ? = inconclusive; . = no result given; [ ] = another dose, or the depositor's remark. Unless noted, calls follow the shape of the dose curve; as a rule, active = well fitted curve in the direction sought with a large enough effect; inconclusive = small, poorly fitted or top-dose-only effect, or another doubt; inactive = no such curve, though single readings can be large; an effect the other way counts as inactive or inconclusive.

1: O=C1CCCN1CCC1CCCCN1Cc1nc(COc2ccccc2)no1 (stereo unspecified)
2: c1cc2nnnn2nc1N1CCCCC1
3: CNC(=O)Nc1cccc(NC(=O)NC)n1
4: CCn1c(CSc2nc3ccccc3s2)n[nH]c1=S
5: Cc1c(-n2c(SCC(=O)NC(C)C(C)C)nc3ccccc3c2=O)c(=O)n(-c2ccccc2)n1C (stereo unspecified)
6: COc1ccc(CNC(=O)CN(C(=O)CCC(=O)Nc2nccs2)c2ccccc2C)cc1
7: O=C1C2CCCN2c2ccc(S(=O)(=O)N3CCOCC3)cc2N1Cc1ccccc1F (stereo unspecified)
8: O=C(c1cccs1)N(c1ccc(Br)cc1)C1C=CS(=O)(=O)C1 (stereo unspecified)
9: COc1ccc(C(=O)N2CCCCCC2)cc1OC1CCN(C(C)C)CC1
10: Cc1cc(-c2c(C)n([O-])c(C)c(C)[n+]2=O)ccc1F

entry no.	1	2	3	4	5	6	7	8	9	10
Nrf2 activator	-0.8%	0.1%	3.5%	-0.6%	-0.4%	-0.5%	-0.5%	4.6%	2.4%	0.1%
MCF10A rerep	-21%	?	2%	24%	-4%	4%	-6%	-9%	2%	5%
Nrf2 inh	1%	13%	9%	?	-7%	-7%	-9%	-19%	-1%	-1%
S2 tox	i	i	i	i	i	i	i	i	i	i
HepG2 viability	11%	-3%	-7%	9%	1%	-10%	5%	-5%	-2%	-9%
A549 viability	2%	4%	-3%	0%	-1%	1%	8%	2%	6%	-2%
TGFb SMAD3 inh	10%	0%	0%	?	-7%	-11%	-20%	-3%	1%	-1%
IL1B secr inh	4	9	18	16	-7	-21	-12	-26	4	11
ATXN2 expr inh	16%	1%	14%	-1%	-6%	3%	-15%	-11%	-2%	6%

4 entries from above, arranged by molar mass, largest number first.
5: Cc1c(-n2c(SCC(=O)NC(C)C(C)C)nc3ccccc3c2=O)c(=O)n(-c2ccccc2)n1C (stereo unspecified)
6: COc1ccc(CNC(=O)CN(C(=O)CCC(=O)Nc2nccs2)c2ccccc2C)cc1
7: O=C1C2CCCN2c2ccc(S(=O)(=O)N3CCOCC3)cc2N1Cc1ccccc1F (stereo unspecified)
2: c1cc2nnnn2nc1N1CCCCC1

entry no.	5	6	7	2
Nrf2 activator	-0.4%	-0.5%	-0.5%	0.1%
MCF10A rerep	-4%	4%	-6%	?
Nrf2 inh	-7%	-7%	-9%	13%
S2 tox	i	i	i	i
HepG2 viability	1%	-10%	5%	-3%
A549 viability	-1%	1%	8%	4%
TGFb SMAD3 inh	-7%	-11%	-20%	0%
IL1B secr inh	-7	-21	-12	9
ATXN2 expr inh	-6%	3%	-15%	1%

Continued:
11: CN1OC[C@@H]2CN3C(=O)N(c4ccccc4)c4ccccc4[C@@H]3C[C@@H]21
12: CCN(CC(=O)NCc1ccc(Cl)cc1)C(=O)c1ccc(S(=O)(=O)N(C)C)cc1
13: Cc1ccnc(NC(=O)CCC(=O)N(CC(=O)NC(C)(C)C)c2ccc3c(c2)OCCO3)c1
14: CCCn1ccc(O)c(Cc2ccc(Cl)cc2)c1=O
15: COC(=O)C1CCN(C(=O)C(C)Oc2ccc(Cl)cc2Cl)CC1 (stereo unspecified)
16: Cc1ncc([N+](=O)[O-])n1CC(=O)Nc1ccc(F)cc1F
17: CC1CN(C(C)C(=O)NNC(=O)c2ccc(F)cc2)CC(C)O1 (stereo unspecified)
18: CCC(Sc1nnc(C)s1)C(=O)Nc1nccs1 (stereo unspecified)
19: Cc1ccnc(SCC(=O)N2CCN(c3cccc(Cl)c3)CC2)n1
20: COC(=O)Nc1nnc(-c2ccc(OC)cc2)s1

entry no.	11	12	13	14	15	16	17	18	19	20
Nrf2 activator	-0.5%	-0.7%	-1.0%	-0.7%	-0.8%	-0.7%	-0.4%	0.2%	-0.8%	0.0%
MCF10A rerep	.	3%	4%	-1%	11%	-16%	-23%	?	9%	5%
Nrf2 inh	.	?	-1%	17%	?	?	23%	8%	-13%	?
S2 tox	i	i	i	i	i	i	i	i	i	i
HepG2 viability	-36%	-6%	7%	-4%	-5%	9%	2%	-20%	-19%	-15%
A549 viability	.	16%	-13%	2%	0%	1%	0%	7%	-7%	-4%
TGFb SMAD3 inh	-3%	2%	-1%	-13%	10%	1%	4%	0%	-16%	9%
IL1B secr inh	0	41	-8	-2	0	12	-8	4	0	-15
ATXN2 expr inh	5%	-13%	-4%	-6%	-3%	9%	10%	-14%	-23%	4%

21: COc1ccc(CCC(=O)Nc2cccc(S(=O)(=O)N3CCCC3)c2)cc1OC
22: COc1cccc(C(=O)Nc2cccc(NC(=O)c3ccc(Cl)cc3Cl)c2)c1
23: Cc1c2ccccc2nc2c(F)c(N(C)C)c(F)c(F)c12
24: COc1ccc(Nc2oc(COc3ccc(OC)cc3)nc2C#N)cc1
25: COc1ccc(C(=O)C2CCN(C(=O)c3ccc(C)cc3)CC2)cc1
26: C[C@@H]1CN([C@H](C)CO)C(=O)CCCn2nncc2CO[C@H]1CN(C)C(=O)C1CCCCC1
27: O=C(Nc1nc(-c2ccccn2)cs1)C1CC1
28: CNC(=O)CC(CC(=O)c1ccccc1)c1ccccc1 (stereo unspecified)
29: CC1(C)CC(=O)C=C(NC2CCCCCCC2)C1
30: O=C(C1CCC1)N1CCN(S(=O)(=O)c2cc(F)ccc2F)CC1

entry no.	21	22	23	24	25	26	27	28	29	30
Nrf2 activator	0.5%	3.0%	4.9%	1.9%	-0.7%	-1.3%	4.5%	-0.4%	0.1%	-1.0%
MCF10A rerep	0%	.	?	?	12%	.	7%	13%	1%	-5%
Nrf2 inh	?	?	?	?	?	.	14%	4%	2%	-28%
S2 tox	i	.	.	i	i	?	?	i	i	i
HepG2 viability	-9%	-32%	-25%	-16%	-7%	-40%	-29%	14%	3%	3%
A549 viability	9%	-4%	5%	-12%	-18%	.	18%	-3%	0%	-7%
TGFb SMAD3 inh	-25%	?	-3%	-11%	-7%	1%	0%	1%	2%	-31%
IL1B secr inh	-12	.	17	-14	-28	20	-1	-1	-7	6
ATXN2 expr inh	.	.	64%[activator]	14µM*	39%	10%	-10%	12%	8%	6%

31: CCOC(=O)C1=C(C)N=c2s/c(=C\c3cc(OC)c(OC)c(OC)c3)c(=O)n2C1/C=C/c1ccccc1 (stereo unspecified)
32: Cc1cc(=O)oc(C)c1C(=O)OCC(=O)c1ccccc1
33: CC(C)Cc1nnc(NC(=O)CCc2ccccc2)s1
34: COc1ccccc1NC(=O)CCNC(=O)c1ccc(C)cc1
35: CCN(CC)c1ccc(NC(=S)Nc2ccc(F)cc2)cc1
36: Cc1ccc(-c2nn(-c3ccccc3)cc2C(=O)NCC2CCCO2)cc1 (stereo unspecified)
37: Cc1ccc(-n2nc3c(=O)n(CCCC(=O)NC4CCC(C)CC4)nc(C)c3c2C)cc1 (stereo unspecified)
38: COc1ccc(S(=O)(=O)NC2CC3CCC2C3)cc1Cl (stereo unspecified)
39: O=C(O)Cn1nnc(-c2cccs2)n1
40: COc1ccccc1CNC(=O)Cc1ccc(C)cc1

entry no.	31	32	33	34	35	36	37	38	39	40
Nrf2 activator	16%	3.5%	2.6%	0.6%	0.4%	4.5%	1.7%	-0.3%	0.2%	3.3%
MCF10A rerep	17%	5%	7%	0%	-35%[inhibitor]	0%	?	26%	1%	7%
Nrf2 inh	6%	25%	5%	-1%	10%	14%	-10%	-40%	-10%	4%
S2 tox	i	i	i	i	i	i	i	i	i	i
HepG2 viability	-13%	-35%	0%	14%	0%	-4%	-8%	-7%	3.2µM*	3%
A549 viability	15%	-1%	-1%	14%	0%	2%	3%	3%	-2%	-5%
TGFb SMAD3 inh	6%	-10%	15%	2%	-5%	?	-9%	6%	-3%	11%
IL1B secr inh	2	3	9	-15	?	0	0	-7	5	11
ATXN2 expr inh	4%	4%	.	2%	7%	17%	3%	-3%	1%	.

41: Cc1ccc(N=Nc2c(N)[nH]n3c(=O)cc(C)nc23)cc1
42: Cc1cc(NC(=O)CSc2nc(-c3ccccc3Cl)nc3c2c(=O)n(C)c(=O)n3C)no1
43: CCOC(=O)N1CCN(Cc2nc(-c3ccc(Cl)cc3)no2)CC1
44: Cc1cc(C(=O)Cn2cnc3ccccc3c2=O)c(C)n1C1CC1
45: O=C(Nc1cc(S(=O)(=O)Nc2ccc(Cl)cc2)ccc1N1CCCCC1)c1ccc(F)cc1Cl
46: COc1ccc(C(C(=O)NC2CCCCC2)N(C(=O)c2cccs2)c2ccc3c(c2)OCO3)cc1 (stereo unspecified)
47: C=C1CCN([C@@H](Cc2ccccc2)C(=O)NCc2ccccc2)S(=O)(=O)c2ccccc21
48: NNC(=O)CCN1CCCCC1
49: COc1ccccc1/C=C1\SC(=S)N(CCC(=O)Nc2cc(C)on2)C1=O
50: O=C(CN1C(=O)c2ccccc2C1=O)OCC(=O)N1CCCCC1
51: CCCS(=O)(=O)Nc1cc(-c2cn3ccc(C)cc3n2)ccc1C

entry no.	41	42	43	44	45	46	47	48	49	50	51
Nrf2 activator	0.4%	4.8%	-0.7%	2.7%	0.4%	-0.4%	-0.9%	0.9%	0.0%	0.3%	7.6%
MCF10A rerep	?	-32%[inhibitor]	2%	0%	14%	?	0%	0%	?	-2%	.
Nrf2 inh	-16%	5%	?	?	?	-25%	7%	?	-24%	1%	?
S2 tox	i	i	i	i	i	i	i	i	i	i	.
HepG2 viability	-39%	-19%	-5%	12%	-64%	-2%	-15%	-2%	2%	-12%	-33%
A549 viability	?	3%	-8%	2%	?	-2%	1%	-17%	2%	-5%	-1%
TGFb SMAD3 inh	-11%	0%	-28%	-9%	?	0%	-17%	-2%	12%	2%	.
IL1B secr inh	-8	20	-12	-17	?	4	4	-9	-12	-3	.
ATXN2 expr inh	-2%	-11%	-17%	15%	-28%	4%	6%	.	-29%	-3%	.
